Screening results deposited in PubChem by several laboratories.
EBV LMP1 NFkB: EBV LMP1-driven NF-kappaB luciferase reporter inhibitors, primary screen, cell-based, luminescence, single point; inhibition, % at 12.5 µM; hit rate 0.69% among 350,000; AID 504558, 2011; LMP1-induced NF-kappaB luciferase reporter cells; in the data active = inhibition above about 41%;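 note: 0% = neutral control wells and 100% = reference inhibitor control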
SRC3 inh: SRC3 coactivator transcriptional activity inhibitors, primary screen, cell-based, luminescence; hit rate 0.17% among 360,000; Nuclear receptor coactivator 3 (Homo sapiens), Q9Y6Q9; HEK293 GAL4-SRC3 luciferase reporter; inhibition, % at 3.6 µM;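 active = inhibition above a per-campaign cutoff, the mean of all compounds plus 3 SD, cut at about 60% in these data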;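 note: 0% = DMSO-treated cells and 100% = gossypol-treated cells at 36 µM; higher means less SRC3-driven luciferase light from the GAL4 reporter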
TLR9-MyD88 block: inhibitors of TLR9-MyD88 association in cells, primary screen, cell-based, CHO, BLA complementation, fluorescence | hit rate 0.21% among 340,000 | CCF4 FRET ratio | Toll-like receptor 9 (Homo sapiens) + Myeloid differentiation primary response protein … | inhibition, % at 4.98 µM;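 active = inhibition above the mean over all tested compounds plus 3 SD, cut at about 21% in these data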;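 note: 0% = DMSO only wells and 100% = clavulanate BLA inhibitor control wells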
SRC1 inh: SRC1 coactivator transcriptional activity inhibitors, primary screen, cell-based, luminescence; Nuclear receptor coactivator 1 (Homo sapiens), Q15788; HEK293 GAL4-SRC1 luciferase reporter; inhibition, % at 3.6 µM; hit rate 0.12% among 360,000;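 active = inhibition above the campaign mean plus 3 SD, with each screening campaign given its own cutoff, cut at about 60% in these data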;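 note: 0% = DMSO treated cells and 100% = gossypol at 36 µM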
NCOA2 inhibitor: inhibition of GAL4-SRC2 driven luciferase reporter, primary screen, SRC2 inhibitor project, cell-based, luminescence. Nuclear receptor coactivator 2 (Homo sapiens), Q15596. HEK293 GAL4-SRC2 luciferase reporter. inhibition, % at 9 µM. hit rate 0.17% among 370,000. AID 651957, 2012;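 active = inhibition above the mean inhibition of all tested compounds plus 3 SD, set per campaign, cut at about 52% in these data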;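 note: 0% = DMSO treated cells and 100% = cells given Gossypol at 36 µM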
Target sequence (Q15596 whole entry, looked up, the tested form may be a part): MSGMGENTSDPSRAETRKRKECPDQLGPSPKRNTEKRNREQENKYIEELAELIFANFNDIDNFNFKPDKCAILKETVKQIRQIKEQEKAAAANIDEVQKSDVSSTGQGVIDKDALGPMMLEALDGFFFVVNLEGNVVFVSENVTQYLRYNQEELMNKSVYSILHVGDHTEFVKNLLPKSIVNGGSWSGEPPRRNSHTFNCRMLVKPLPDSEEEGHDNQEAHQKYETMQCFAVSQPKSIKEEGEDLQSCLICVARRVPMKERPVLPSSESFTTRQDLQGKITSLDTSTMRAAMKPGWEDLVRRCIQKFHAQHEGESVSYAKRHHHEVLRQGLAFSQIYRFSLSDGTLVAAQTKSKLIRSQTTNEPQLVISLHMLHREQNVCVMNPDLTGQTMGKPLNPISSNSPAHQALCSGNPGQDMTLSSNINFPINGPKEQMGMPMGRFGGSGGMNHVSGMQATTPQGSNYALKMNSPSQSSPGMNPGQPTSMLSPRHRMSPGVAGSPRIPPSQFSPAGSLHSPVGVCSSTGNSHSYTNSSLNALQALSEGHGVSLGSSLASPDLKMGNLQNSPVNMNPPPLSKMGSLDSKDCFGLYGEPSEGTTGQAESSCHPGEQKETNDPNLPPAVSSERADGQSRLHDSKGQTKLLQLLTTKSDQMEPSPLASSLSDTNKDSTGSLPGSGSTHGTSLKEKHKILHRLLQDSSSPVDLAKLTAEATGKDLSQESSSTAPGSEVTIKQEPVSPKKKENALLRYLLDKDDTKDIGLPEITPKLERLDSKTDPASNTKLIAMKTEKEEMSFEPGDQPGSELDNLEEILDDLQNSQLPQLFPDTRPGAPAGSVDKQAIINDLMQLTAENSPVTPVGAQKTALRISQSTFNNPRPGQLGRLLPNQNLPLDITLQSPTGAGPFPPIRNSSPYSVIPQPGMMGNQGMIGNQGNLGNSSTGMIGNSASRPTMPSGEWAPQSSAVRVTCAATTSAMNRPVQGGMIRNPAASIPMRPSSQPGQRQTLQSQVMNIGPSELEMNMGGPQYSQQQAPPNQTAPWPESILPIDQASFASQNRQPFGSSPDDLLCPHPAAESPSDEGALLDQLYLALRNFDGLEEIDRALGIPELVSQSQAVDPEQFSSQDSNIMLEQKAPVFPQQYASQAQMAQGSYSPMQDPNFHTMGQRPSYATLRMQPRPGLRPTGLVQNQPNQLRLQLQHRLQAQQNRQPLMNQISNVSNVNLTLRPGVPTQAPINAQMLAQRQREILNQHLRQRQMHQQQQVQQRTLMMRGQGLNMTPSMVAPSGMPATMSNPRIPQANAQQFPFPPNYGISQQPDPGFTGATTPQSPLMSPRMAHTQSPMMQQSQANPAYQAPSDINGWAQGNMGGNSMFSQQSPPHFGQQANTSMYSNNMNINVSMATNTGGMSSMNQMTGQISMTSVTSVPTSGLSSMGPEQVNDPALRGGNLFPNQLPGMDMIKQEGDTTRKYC
TRAIL sens C8: viability loss with TRAIL in NB7+C8 cells, primary screen, TRAIL sensitizer project, cell-based, ATPlite luminescence; inhibition (viability loss, TRAIL sensitization), % at 10 µM; hit rate 1% among 360,000;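 active = compounds causing at least 50% loss of cell viability in the single-dose screen, relative to plate controls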
COUP-TFII inh: NR2F2 transcriptional activity inhibitors, primary screen, cell-based, luciferase reporter, HEK293T, luminescence; COUP transcription factor 2 (Homo sapiens), P24468; HEK293T NGFI-A luciferase reporter; inhibition, % at 8.6 µM; hit rate 0.7% among 370,000;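 active = inhibition above a per-plate cutoff, mean inhibition of test wells between control levels plus 3 SD, cut at about 38% in these data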;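 note: cells cotransfected with COUP-TFII expression vector driving the NGFI-A reporter; 0% = median of COUP-TF2 test wells and 100% = reporter-only cells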
TROY signal inh: inhibitors of TROY-driven NF-kB signaling, primary screen, Q293 LMP1-TROYcd cells, NF-kB luciferase, uHTS; Q293 LMP1-TROYcd NF-kB luciferase reporter, 4 h; inhibition, % at 10 µM; hit rate 0.98% among 360,000;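 active = compounds whose plate-normalised and pattern-corrected inhibition of the luciferase reporter signal at the single screening dose is 50% or more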
TWEAK Fn14 block: inhibitors of TWEAK-Fn14 signaling, primary screen, luciferase reporter cells, uHTS; TWEAK-stimulated Fn14 reporter cells, luciferase luminescence, 8 h; inhibition, % at 10 µM; AID 1159606, 2016; hit rate 2% among 360,000; in the data active = inhibition above about 50%
LRH-1 inv ag: LRH-1 (NR5A2) inverse agonists, primary screen, cell-based, luminescence, HEK293T, StAR-luciferase reporter; Nuclear receptor subfamily 5 group A member 2 (Homo sapiens), O00482; hit rate 0.13% among 360,000; inhibition, % at 3.6 µM; AID 602396, 2012; LRH-1 transfected, 24 h;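 active = inhibition above the mean inhibition of all tested compounds plus 3 SD, cut at about 73% in these data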;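 note: 0% = DMSO wells and 100% = reporter-only cells lacking LRH-1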
NOD2 RIPK2 PPI: NOD2-RIPK2 binding disruptors in cells, primary screen, fluorescence, CHO cells, BLA complementation; CCF4 ratio; hit rate 0.38% among 360,000; Receptor-interacting serine/threonine-protein kinase 2 (Homo sapiens), O43353; inhibition, % at 4.98 µM; in the data active = inhibition above about 21%;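 note: 0% = vehicle only and 100% = reference blocker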
An asterisk follows results filed as active; / = no result given. An excerpt, so the mix of outcomes need not match the whole.

SMILES	EBV LMP1 NFkB	SRC3 inh	TLR9-MyD88 block	SRC1 inh	NCOA2 inhibitor	TRAIL sens C8	COUP-TFII inh	TROY signal inh	TWEAK Fn14 block	LRH-1 inv ag	NOD2 RIPK2 PPI
CC(=O)c1cccc(N2C(=O)C3C(C(=O)Nc4cc(C)on4)C4(C)C=CC3(O4)C2C(=O)NC(C)(C)C)c1 (stereo not drawn)	-5	5	0	-8	6	13	4	-8	-2	2	-5
COc1ccc(S(=O)(=O)N2CCN(C(=O)c3ccc4ccccc4n3)CC2)cc1	-12	-23	-1	-19	18	-5	-18	-25	-23	-10	-12
Cc1ccc(OCC(=O)OCc2nc3scc(-c4ccccc4)c3c(=O)[nH]2)cc1C	-3	5	4	-14	8	-3	2	-20	-14	-12	-5
Cc1ccc(NC(=O)CSc2nc(=O)cc(N)n2CCc2ccccc2)cc1	-2	5	-3	11	-11	-4	-16	-34	1	-5	-12
CCOC(=O)CC(=O)CSc1[nH]c(=O)cc(C)c1C#N	4	31	4	6	-15	-13	-16	-14	-7	-8	-5
Cc1ccc2[nH]c(=O)c(CN(CCCO)S(=O)(=O)c3cccc4nsnc34)cc2c1	-8	3	11	10	5	7	-3	17	-5	-15	-11
CCOC(=O)c1ccccc1NC(=O)c1ccccc1SC	1	12	-1	11	7	6	20	-4	-5	4	-8
COc1ccc(N2CC(C(=O)N[C@@H](C)C(=O)NC3CCCCC3)CC2=O)cc1 (stereo partly drawn)	-5	32	3	-17	9	-10	-2	8	-3	-11	-1
CCc1ccccc1NC(=O)C(C#N)Cc1cccnc1 (stereo not drawn)	0	-4	2	1	-5	-1	4	2	1	3	-14
CCOC(=O)c1cnc2nc[nH]n2c1=O	2	-3	2	-11	2	1	-1	0	7	-5	-3
CC(C)(C)CN1C(N)=NC[C@@H]1Cc1ccccc1	19	-3	3	-12	-3	11	-68	5	13	-6	4
O=C(CSc1nnnn1-c1ccccc1)NCc1cccs1	-2	8	7	2	6	-1	-20	-2	2	19	-10
C=CCN(c1ccc(C(=O)Nc2cccc([N+](=O)[O-])c2)cc1)S(C)(=O)=O	-3	7	-2	5	-4	-1	-11	4	-9	-6	-13
Cn1nnnc1Sc1ncnc2scc(-c3cccc4ccccc34)c12	5	-8	-8	-12	6	-7	10	29	60*	-40	-1
CCOc1ccc(N(C(=O)c2cnsn2)C(C(=O)NC2CCCCC2)c2ccncc2)cc1 (stereo not drawn)	-6	16	3	7	12	2	4	-19	-4	19	0
Cc1nn(-c2nc(-c3ccco3)cc(C(F)(F)F)n2)c(C)c1Cl	2	16	7	-8	1	-4	-1	-5	-2	0	6
O=C(O)c1ccc(Cl)c(S(=O)(=O)NC(Cc2c[nH]c3ccccc23)C(=O)O)c1 (stereo not drawn)	-7	-5	10	-3	-2	12	-1	20	-4	17	-2
CN(Cc1ccccc1Cl)C(=O)C1CC(=O)N(c2ccc3c(c2)OCCO3)C1 (stereo not drawn)	-5	1	-14	0	-8	-7	3	-15	2	2	-14
Cc1cc(=O)oc2c3c(cc(OCC(=O)NCC(=O)O)c12)OC(C)(C)CC3	-6	-7	1	-25	6	-30	-9	-12	13	17	0
C[C@@H](NC(=O)[C@@H]1Cc2ccccc2CN1)C(=O)NC1CCCCC1	10	9	-5	-4	-2	-8	-10	-2	1	2	-13
CN(CCC#N)c1ccc(C=C(C#N)c2cccc(C(F)(F)F)c2)cc1	/	-2	/	17	/	23	/	-1	15	28	-8
O=C(CCc1ccc(S(=O)(=O)N2CCOCC2)cc1)N/N=C/c1ccc(O)c(O)c1O	-6	4	4	5	-14	49	-8	8	-3	18	0
CCOC(=O)C(Cc1c[nH]c2cc([N+](=O)[O-])ccc12)(NC(C)=O)C(=O)OCC	4	-17	0	-8	-19	0	0	-2	5	17	9
CCCNc1nc(N2CCOCC2)nc(N2CCOCC2)n1	-1	6	6	-3	-9	0	1	7	-2	2	-2

Random excerpt: 4 entries already listed
SMILES	EBV LMP1 NFkB	SRC3 inh	TLR9-MyD88 block	SRC1 inh	NCOA2 inhibitor	TRAIL sens C8	COUP-TFII inh	TROY signal inh	TWEAK Fn14 block	LRH-1 inv ag	NOD2 RIPK2 PPI
COc1ccc(S(=O)(=O)N2CCN(C(=O)c3ccc4ccccc4n3)CC2)cc1	-12	-23	-1	-19	18	-5	-18	-25	-23	-10	-12
COc1ccc(N2CC(C(=O)N[C@@H](C)C(=O)NC3CCCCC3)CC2=O)cc1 (stereo partly drawn)	-5	32	3	-17	9	-10	-2	8	-3	-11	-1
CC(C)(C)CN1C(N)=NC[C@@H]1Cc1ccccc1	19	-3	3	-12	-3	11	-68	5	13	-6	4
CN(CCC#N)c1ccc(C=C(C#N)c2cccc(C(F)(F)F)c2)cc1	/	-2	/	17	/	23	/	-1	15	28	-8

Additional structures
SMILES	EBV LMP1 NFkB	SRC3 inh	TLR9-MyD88 block	SRC1 inh	NCOA2 inhibitor	TRAIL sens C8	COUP-TFII inh	TROY signal inh	TWEAK Fn14 block	LRH-1 inv ag	NOD2 RIPK2 PPI
Cc1c(C(=O)N2CCCCC2)c(S(=O)(=O)N2CCN(c3ccc(Cl)cc3)CC2)c(C)n1C	7	10	-2	-19	-2	-13	14	0	2	-18	0
CCOCCCNC(=O)CSc1nnc(-c2ccc(S(=O)(=O)N3CCCC3)cc2)n1C	0	-8	7	3	-2	8	12	3	34	16	1
Cc1ccsc1-c1n[nH]c(=S)n1CC(C)C	3	8	6	-3	-29	-1	2	13	22	1	-10
O=C(CSCc1ccco1)c1cccs1	-21	-48	3	-40	-48	11	-20	1	-22	-20	-5
CCCCc1ccc(NC(=S)N2CCN(C(=O)OCC)CC2)cc1	7	10	7	14	10	2	3	18	8	-5	-7
CCCCn1nnnc1NCc1cc(Cl)c(OC)c(OC)c1	2	-4	-1	5	-22	4	6	-11	-7	8	-6
O=c1[nH]c2ccc(S(=O)(=O)N3CCN(C4CCCCC4)CC3)cc2[nH]c1=O	-1	-6	4	5	7	-3	13	12	-12	13	-5
Cc1ccc(C(C)(O)CS(=O)(=O)Cc2ccccc2)cc1 (stereo not drawn)	3	-1	-1	9	-27	6	5	-12	-2	10	-3
Cc1ccc(C(=O)NCC(=O)NCCSc2ccc(Br)cc2)cc1	3	8	1	-12	5	6	10	-16	6	2	1
COc1cccc2[nH]c3c(N4CCCC(C)C4)ncnc3c12 (stereo not drawn)	4	-46	1	-33	-61	41	-17	-59	-51	-30	5
CC1CCCN(c2ccc(C(=O)NCCc3ccccc3)cn2)C1 (stereo not drawn)	-24	-85	-3	-96	-54	28	-57	-33	7	-104	9
COc1cccc(OC)c1C(=O)NC(=O)Oc1c(F)cccc1F	2	0	0	-15	-29	0	-5	0	1	10	3
CCN(CC)C(=S)SCC(=O)Nc1cccc(C(F)(F)F)c1	-1	-2	1	5	-6	-2	-2	-3	-14	-6	-14
O=C(NC1CCN(C(=O)Nc2ccc(F)cc2)CC1)c1cccc(F)c1	-2	9	-1	18	8	-11	8	-8	21	-3	-13
COc1ccccc1COc1cccn2c(N(C)C(=O)CCC3CCCC3)c(C)nc12	/	8	/	-1	-12	13	12	20	26	-24	-4
O=C(O)c1ccccc1-c1ccccc1C(=O)NCc1cccnc1	-6	12	1	-61	-10	7	-20	-6	2	-2	3
CC(C)(C)c1cc(C(=O)N/N=C/c2cc3c(cc2Br)OCO3)n[nH]1	7	20	-5	11	-35	-11	-25	-48	-17	-14	-4
COc1ccc(S(=O)(=O)N2CCCCCC2)cc1NC(=O)Cc1cc(OC)c(OC)c(OC)c1	1	8	14	-1	9	19	8	5	7	0	-3
CC1(CCc2ccccc2)NC(=O)N(Cc2cc([N+](=O)[O-])cc3c2OCOC3)C1=O (stereo not drawn)	-1	8	7	6	13	-2	-10	1	9	-2	10
COC(=O)C1CCN(C(=O)COC(=O)c2ccc(N3CCCC3=O)cc2)CC1	-5	-1	6	3	-13	3	2	-6	13	12	-15
O=C(CNC(=O)c1ccc(Br)o1)NCc1ccc(F)cc1	-1	-9	-9	-14	-9	7	-18	2	2	-17	5
O=C(NCC1CCCO1)c1cccs1 (stereo not drawn)	-7	18	7	-1	9	14	-9	20	8	9	-6
O=C1OC(N2C(=O)CC[C@H]2C(=O)Nc2ccc(F)c(F)c2)c2ccccc21 (stereo partly drawn)	-9	14	-4	-22	14	-15	13	4	-21	-2	-11
Cc1cc(C)n(CC(=O)N/N=C/c2ccc([N+](=O)[O-])s2)n1	-5	9	/	5	4	30	-8	-16	7	26	1
C=CCN1N=C(c2ccc(Cl)s2)CSC1=O	-11	16	1	-2	10	-4	-28	-10	-10	6	-20

TWEAK Fn14 block, hit marks shown above.
Molecule | EBV LMP1 NFkB | SRC3 inh | TLR9-MyD88 block | SRC1 inh | NCOA2 inhibitor | COUP-TFII inh | TWEAK Fn14 block | LRH-1 inv ag | NOD2 RIPK2 PPI
Cn1nnnc1Sc1ncnc2scc(-c3cccc4ccccc34)c12 | 5 | -8 | -8 | -12 | 6 | 10 | 60* | -40 | -1

Five compounds from above, arranged by the value under TLR9-MyD88 block, falling.
smiles	TLR9-MyD88 block
CC1(CCc2ccccc2)NC(=O)N(Cc2cc([N+](=O)[O-])cc3c2OCOC3)C1=O (stereo not drawn)	7
COC(=O)C1CCN(C(=O)COC(=O)c2ccc(N3CCCC3=O)cc2)CC1	6
CCN(CC)C(=S)SCC(=O)Nc1cccc(C(F)(F)F)c1	1
CC(C)(C)c1cc(C(=O)N/N=C/c2cc3c(cc2Br)OCO3)n[nH]1	-5
O=C(CNC(=O)c1ccc(Br)o1)NCc1ccc(F)cc1	-9

Copied from the list:
CCN(CC)C(=S)SCC(=O)Nc1cccc(C(F)(F)F)c1 in COUP-TFII inh is listed with -2
O=C(CNC(=O)c1ccc(Br)o1)NCc1ccc(F)cc1 in TROY signal inh is listed with 2
